PHOSPHO1 inh = blocks human PHOSPHO1 phosphatase activity | Q8TCT1 | AID 1565 | recombinant PHOSPHO1, absorbance phosphatase assay | inhibition, % at 13.3 µM | 290,000 tested, 1.1% active; in the data active = inhibition above about 60%
Target sequence (Q8TCT1 whole entry, looked up): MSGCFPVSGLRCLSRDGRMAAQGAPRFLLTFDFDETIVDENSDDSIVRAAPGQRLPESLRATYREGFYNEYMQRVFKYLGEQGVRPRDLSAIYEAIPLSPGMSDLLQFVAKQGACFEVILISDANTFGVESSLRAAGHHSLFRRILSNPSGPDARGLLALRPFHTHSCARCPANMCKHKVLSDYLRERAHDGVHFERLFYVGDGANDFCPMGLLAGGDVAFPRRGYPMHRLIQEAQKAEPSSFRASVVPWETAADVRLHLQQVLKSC
DNA FID counter = displaces DNA intercalator in HCV helicase counter-screen | inhibition, % at 7.9 µM | AID 1845 | 290,000 tested, 0.17% active | DNA fluorescent intercalator displacement, fluorescence; in the data active = inhibition above about 37%;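 also: 0% = vehicle and 100% = reference compound; higher means more ethidium bromide displaced from hairpin DNA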
PfM18AAP inh = PfM18AAP enzyme inhibition; 290,000 tested, 1.2% active; inhibition, % at 7.35 µM; AID 1822; recombinant PfM18AAP, H-Glu-NHMec fluorogenic cleavage;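 active = inhibition above the campaign mean inhibition over all tested compounds plus 3 SD, cut at about 28% in these data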;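 also: 0% = plate median of test compound wells and 100% = 2 mM ZnCl2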
MEKK2wt PB1 HTS = raises or lowers MEK5 binding to wildtype human MEKK2 PB1 domain; bead flow cytometry, Alexa488-MEK5 binding to MEKK2 WT; actives lie on both sides; binding response (% of control), % at 10 µM; 290,000 tested, 1.1% active; AID 1531; in the data active = binding response below about 67% or above about 130%
NALP1 yeast inh = blocks the NALP1 inflammasome reconstituted in yeast | S. cerevisiae NALP1/ASC/caspase-1 growth, X-gal OD620, 72 h | inhibition, % at 10 µM | 280,000 tested, 0.61% active | AID 2071; in the data active = inhibition mostly above about 24%, no sharp cut-off; inactive = mostly below about 32%; also: some compounds called inactive have numbers as strong as hits
MEKK2 mut-MEK5 = signal of MEK5 binding to mutant human MEKK2 PB1 domain; AID 1530; bead flow cytometry, Alexa488-MEK5 binding to MEKK2 mutant; 290,000 tested, 0.35% active; percent response, % at 10 µM; in the data active = percent response above about 24%, passing the limit was not always enough; also: inactives centre near 1; some results filed as inactive read as strong as hits; reference of the scale not given here
MEKK3 PB1 HTS = modulators (inhibitors or enhancers) of MEK5 binding to human MEKK3 PB1 domain; 290,000 tested, 1.4% active; AID 1529; bead-based flow cytometry, Alexa488-MEK5 binding to MEKK3; actives lie on both sides; 0 = blocked by unlabeled MEK5, 100 = vehicle; binding response (% of control), % at 10 µM; Q99759;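 active = binding response more than 3 SD above or below the average of its plate-row segment, actives on both sides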;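 also: Alexa488 bead fluorescence after subtracting the streptavidin-only scavenger bead signal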
Target sequence (Q99759 whole entry, looked up, the tested form may be a part): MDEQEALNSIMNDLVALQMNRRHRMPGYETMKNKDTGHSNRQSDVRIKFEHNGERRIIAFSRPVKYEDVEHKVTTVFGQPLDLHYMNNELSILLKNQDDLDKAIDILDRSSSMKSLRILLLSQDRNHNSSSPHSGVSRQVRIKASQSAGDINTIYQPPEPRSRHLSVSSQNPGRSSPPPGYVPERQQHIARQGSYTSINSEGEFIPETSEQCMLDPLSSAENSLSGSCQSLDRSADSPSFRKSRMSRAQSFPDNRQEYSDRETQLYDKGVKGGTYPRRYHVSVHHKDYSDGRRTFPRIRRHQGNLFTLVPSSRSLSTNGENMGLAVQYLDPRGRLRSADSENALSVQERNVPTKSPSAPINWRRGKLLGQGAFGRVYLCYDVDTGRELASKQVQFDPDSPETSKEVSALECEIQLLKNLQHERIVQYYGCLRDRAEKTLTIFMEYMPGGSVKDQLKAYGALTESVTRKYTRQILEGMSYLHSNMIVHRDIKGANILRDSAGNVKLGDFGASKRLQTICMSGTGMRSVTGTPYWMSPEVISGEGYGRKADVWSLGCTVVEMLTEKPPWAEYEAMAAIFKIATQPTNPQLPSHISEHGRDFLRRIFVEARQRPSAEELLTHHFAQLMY
GPR7 antagonist = blocks human GPR7 receptor signaling; P48145; GPR7-expressing cells, fluorescence antagonist assay; 290,000 tested, 1.1% active; inhibition, % at 4.4 µM; AID 1861; in the data active = inhibition above about 16%, passing the limit was not always enough;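 also: cells stimulated with the agonist NPW; 0% = agonist with vehicle and 100% = vehicle without agonist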
OXTR ag = activates the human oxytocin receptor; P30559; CHO-OTR cells, Fluo-8 calcium fluorescence; normalized: DMSO 0%, oxytocin 100%; 320,000 tested, 0.32% active; activation, % at 3 µM; AID 2435;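 active = activation above the mean of all tested compounds plus 3 SD, cutoff set per screening run, cut at about 20% in these data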;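 also: peak over basal fluorescence ratio from a 100 s FLIPR kinetic read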
An asterisk follows results filed as active; · = not tested or not shown. Outcome played no part in choosing rows, and some 6.2% of all compounds hit somewhere here.

SMILES	PHOSPHO1 inh	DNA FID counter	PfM18AAP inh	MEKK2wt PB1 HTS	NALP1 yeast inh	MEKK2 mut-MEK5	MEKK3 PB1 HTS	GPR7 antagonist	OXTR ag
CC1=C(C(=O)OC2CCCCC2)C(c2cccnc2)n2nnnc2N1 (stereo not given)	-1	-13	4	100	24	-2	99	-6	-0.5
COc1cc(C(c2nnnn2C2CCCC2)N2CCN(C(=O)c3ccco3)CC2)cc(OC)c1OC (stereo not given)	28	-29	4	100	6	5	102	-5	1.9
Cc1[nH]c2ccccc2c1C(=O)C(=O)N1CCN(c2cccc(Cl)c2)CC1	2	-31	7	97	23	-2	96	26	2.9
O=C(Oc1ccc([N+](=O)[O-])cc1)c1cc(-c2ccccc2)nc2ccccc12	31	-1	3	100	5	6	105	-1	2.5
Cc1ccc(SCc2[nH]nc3c2C2(CCSCC2)C(C#N)=C(N)O3)cc1	-7	-18	0	96	17	-3	97	-8	-0.2
CC1=NN(c2ccccc2)C(=O)/C1=C/C=C/C=C/N(C)C	-8	-23	14	94	-5	-6	102	1	4.0
CCOC(=O)N1CCN(c2c(-c3ccc(C(C)C)cc3)c(=O)c2=O)CC1	-10	-35	-6	103	4	1	103	13	-2.7
Cc1nn(-c2ccccc2)c2c1C(c1ccco1)C(C#N)=C(N)O2 (stereo not given)	32	-13	19	99	27	5	98	9	1.1
CCCC(=O)Nc1nn(CC(C)C)c2nc3cc(C)ccc3cc12	24	-12	-9	102	30	0	103	-4	-0.4
CCOC(=O)c1ccc(NC(=O)CN2CCN(C(=O)c3ccco3)CC2)cc1	75*	-25	1	108	5	10	105	-12	0.1
COc1ccc(OC)c(S(=O)(=O)Nc2cccc(C(C)=O)c2)c1	-3	-7	10	100	6	0	100	6	-0.2
COc1ccc(-n2c(SCC(=O)N3CCCCC3)nc3ccccc3c2=O)cc1	10	-16	-1	102	3	-5	102	-2	·
CCn1c(C2CC(=O)N(c3cc(C)cc(C)c3)C2)nc2ccccc21 (stereo not given)	8	-28	2	106	·	5	103	-4	1.4
CC(=O)NC(CC(=O)Oc1ccc(C)cc1Br)c1ccccc1 (stereo not given)	15	-36	3	99	7	-4	100	0	·
O=P(c1ccccc1)(c1ccccc1)C1CCCO1 (stereo not given)	13	-6	-3	100	1	-1	102	42*	-0.4

Brought forward from above: 4 compounds, then new ones.
SMILES	PHOSPHO1 inh	DNA FID counter	PfM18AAP inh	MEKK2wt PB1 HTS	NALP1 yeast inh	MEKK2 mut-MEK5	MEKK3 PB1 HTS	GPR7 antagonist	OXTR ag
COc1ccc(-n2c(SCC(=O)N3CCCCC3)nc3ccccc3c2=O)cc1	10	-16	-1	102	3	-5	102	-2	·
CCn1c(C2CC(=O)N(c3cc(C)cc(C)c3)C2)nc2ccccc21 (stereo not given)	8	-28	2	106	·	5	103	-4	1.4
CC(=O)NC(CC(=O)Oc1ccc(C)cc1Br)c1ccccc1 (stereo not given)	15	-36	3	99	7	-4	100	0	·
O=P(c1ccccc1)(c1ccccc1)C1CCCO1 (stereo not given)	13	-6	-3	100	1	-1	102	42*	-0.4
COc1ccc(COC(=O)C2=C(C)NC(=O)NC2c2ccc(O)c(OC)c2)cc1 (stereo not given)	-1	-24	5	106	0	5	103	1	0.9
CCc1cc2ccc(C)cc2nc1SCC(=O)c1ccc(NC(C)=O)cc1	28	-3	-5	96	0	-2	99	-10	2.0
CC(=O)Nc1ccc(C(=O)NNS(=O)(=O)c2ccc(C)cc2)cc1	30	-5	16	96	18	0	97	-1	1.7
CC(OC(=O)c1cccs1)C(=O)NCC1CCCO1 (stereo not given)	21	-4	-12	98	3	-4	97	0	2.0
CCCCC(=O)Nc1cc(OCC)c(NC(=O)c2ccccc2[N+](=O)[O-])cc1OCC	46	2	-6	94	25	-2	94	5	-1.0
Cc1cccc(NC(=O)c2cccc(N3C(=O)C4CCC(C)CC4C3=O)c2)c1C (stereo not given)	13	-33	-12	104	18	0	99	-7	2.8
CCCCOc1cccc(NC(=O)CSc2nccn2C)c1	4	-12	-17	99	9	3	97	-3	-1.2
Cc1c(C(=O)Nc2ccc(Nc3ccccc3)cc2)cccc1[N+](=O)[O-]	·	7	11	95	·	-1	103	16	1.6
CCOC(=O)c1sc2nc3c(SCCC#N)cc(C(=O)c4cc(F)ccc4O)cn3c(=O)c2c1C	-14	-7	0	98	35	-2	103	0	-0.2
Cc1ccc(C)c(S(=O)(=O)Nc2ccc(C(=O)NCCCN3CCCC3=O)cc2)c1	-19	-43	-3	98	18	-4	99	-3	0.4
CCc1nc(CNC(=O)c2cc(OC)c(OC)c(OC)c2)no1	14	0	1	103	28	6	102	3	0.7
CN(C)c1nc(-c2ccccc2)ns1	12	1	-2	99	·	6	103	-9	-0.8
CC(=O)Nc1ccc(C2(c3ccc(NC(C)=O)cc3)C(=O)Nc3ccccc32)cc1	-4	-25	-9	97	8	-1	98	18	0.3
COc1ccc(NC(=O)CO/N=C2\CCCc3nonc32)cc1	-6	0	1	104	6	-1	98	-11	-0.6
CCOC(=O)c1ccc(NC(=O)CN(C)S(=O)(=O)c2ccc(Br)s2)cc1	-5	-14	2	102	30	0	101	4	4.6
CCN1CCN(c2nc(Nc3cccc(F)c3)nc(N)c2[N+](=O)[O-])CC1	-8	-3	0	113	2	7	109	-16	-1.7
Cc1cc(NC(=O)CSc2c(C)[nH]c3ccccc23)no1	-14	2	8	103	·	7	101	-6	-0.1
COC(=O)c1ccccc1OC(=O)c1ccc(Br)o1	4	-1	0	101	6	10	105	-9	-2.6
Cc1c(C(=O)NCCc2ccc(Cl)cc2)sc2nc3n(c(=O)c12)CCC3	24	-14	-2	98	8	-8	96	5	1.9
CCOC(=O)CSc1nc2c(c(=O)n1-c1ccc(OCC)cc1)SCC2	-20	-2	-4	98	-6	6	101	-8	0.4
CC(C)(C)CN1CCNC(=O)C1CC(=O)NCCc1cnn(-c2ccccc2)c1 (stereo not given)	-6	-1	-8	114	7	2	109	5	-1.0
O=C(c1cc2cc(Br)ccc2o1)N1CCN(c2ccccc2)CC1	-7	-22	3	107	-2	4	105	-4	-1.5
CCN1C(=O)/C(=C\N(C)C)S/C1=N\S(=O)(=O)c1ccccc1	16	-14	2	98	-25	-4	107	-9	0.4
O=C(Cn1nc(Cc2cccnc2)c2ccccc2c1=O)Nc1cccnc1Cl	11	1	-2	85	14	-9	81	-10	0.1
COc1cc(/C=C2\C(=N)N3N=C(C)SC3=NC2=O)cc(Cl)c1OCCOc1ccc(NC(C)=O)cc1	43	-29	1	107	-4	4	103	-16	-1.0
CCOc1ccc(C2CC(=O)c3c([nH]c(C(=O)OC)c3C)C2)cc1OC (stereo not given)	-7	-8	-3	102	26	18	101	13	1.3
O=C(O)c1cccc2[nH]c(C(F)(F)F)nc12	4	-1	1	100	10	1	98	-6	0.2
CCCOc1ccc(/C=N/NC(=O)c2ccc(Cn3cc([N+](=O)[O-])cn3)o2)cc1	36	0	-13	·	14	·	·	-2	5.5
CC1Cc2ccccc2N1c1ncnc2c1nnn2Cc1ccccc1 (stereo not given)	32	10	-3	113	-4	8	113	1	0.5
COCCn1c(=S)[nH]c2cc(C(=O)N3CCC(C(N)=O)(N4CCCCC4)CC3)ccc2c1=O	23	-15	-2	105	-24	7	102	13	0.6
CCOc1cc(S(=O)(=O)NCc2ccco2)c(OCC)cc1-n1cnnn1	2	-10	0	108	30	7	108	-6	1.0
Cc1cc(C)cc(OCC(=O)OCC(=O)Nc2ccc(Cl)cn2)c1	32	-4	1	98	22	-1	98	-5	-0.2
Cc1cc(=O)oc(C)c1C(=O)NCCN(C)Cc1ccccc1	24	-2	-17	96	-7	0	97	1	0.7
CC(C)C(=O)Nc1ccc2c(c1)nc(CCN1CCCCC1)n2C	-3	-3	-1	103	-4	1	100	-6	-0.6
O=C(Cc1ccc(Cl)cc1)N1CCC2(CC1)NCCc1[nH]cnc12	1	2	-4	104	-13	1	103	-8	0.6
COc1cc(OC)c(N(C)S(=O)(=O)c2cccc(C(=O)OCC(=O)NCc3ccco3)c2)cc1Cl	-25	-22	1	96	0	0	99	9	0.8
Cc1cc2c(C)nc(N/N=C/c3ccc(F)cc3)nc2o1	-2	-8	46*	104	24	-1	108	-3	-1.1
CCOc1cc(N2CCOCC2)c(OCC)cc1NC(=O)c1ccc(C)s1	34	-28	4	97	13	-3	96	-14	-1.6
Cc1ccsc1C1C2=C(CC(C)(C)CC2=O)Nc2ncnn21 (stereo not given)	20	-6	-8	105	-10	2	103	1	0.6
CC(C)(C)C1CCC(=O)N(CCSc2ccccc2)CC1 (stereo not given)	-13	-40	0	93	13	-4	98	18	-1.9
COc1ccc(NC(=O)c2cccc(C#N)c2)cc1NS(=O)(=O)c1ccc(F)cc1	3	-16	1	93	23	-2	90	-5	1.5
COc1ccc(CC(=O)NC(=S)Nc2ccc(S(=O)(=O)NC(C)(C)C)cc2)cc1	26	-22	-3	96	8	-3	101	49*	20*
Cc1cc(F)ccc1NC(=O)CCCN(C)S(=O)(=O)c1ccc(F)cc1	28	-16	0	99	-1	1	101	-8	1.9
NC(=O)C1CCN(c2ccc(S(=O)(=O)N3CCCCC3)cn2)CC1	30	0	-8	97	-17	-1	103	-4	0.2
CCOC(=O)C(NC(=O)NCc1ccccc1)(OCC)C(F)(F)F (stereo not given)	2	-1	-2	108	31	0	109	1	-0.9
Cc1nn(-c2ccccc2)c2c1C(c1cccnc1)N1C=C(S(=O)(=O)N3CCCCC3)C=CC1=N2 (stereo not given)	14	-22	-3	102	14	4	105	2	-2.0
COc1cccc(CNC(=O)Nc2cccs2)c1	41	-10	6	89	6	-7	89	-10	-1.1
COc1ccc(NC(=O)COC(=O)CCCOc2ccc(Cl)cc2Cl)cc1	11	-1	-7	99	25	14	97	-2	1.0
COc1cc(N)c(C(=O)c2nccc3cc(OC)c(OC)cc23)cc1OC	30	-10	-3	107	17	1	99	-11	1.7
N#Cc1ccc(/C=C/C(=O)c2ccccc2)cc1	30	-6	12	98	9	5	106	22	-2.6
CC(C)Nc1nc(Cl)nc(NCCOc2ccccc2)n1	-11	-10	-1	109	34	18	100	1	-2.8
CCC(C(=O)NCc1ccco1)N(Cc1cccs1)C(=O)CNS(=O)(=O)c1ccccc1 (stereo not given)	3	-21	-1	98	11	-2	104	-4	-0.7
COc1ccc(OC(C)c2nnc(N)s2)cc1 (stereo not given)	40	-3	2	105	5	11	103	2	0.2
COc1ccc(-n2cnnc2SCCC#N)cc1	0	0	-2	97	34	0	104	-13	1.0
O=C(NCc1ccccc1Cl)C1CCN(S(=O)(=O)c2ccc(F)cc2)CC1	2	-16	-4	93	0	-12	94	-5	-0.2
CC(C)n1c2ccccc2c2nnc(SCC(=O)Nc3ccccc3C(=O)O)nc21	22	-29	0	103	26	3	102	-17	-0.5
Oc1ccc2ccccc2c1/C=N/Nc1nnc(-c2ncc[nH]2)c2ccccc12	11	-1	7	102	2	2	103	7	1.1
COc1ccc(NS(=O)(=O)c2cc3c(cc2C)N(C)CCO3)cc1	39	-18	14	101	20	2	102	-8	-0.7
CCn1c(=O)cc(SCC(=O)N2CCN(c3ccccc3OC)CC2)c2ccccc21	63*	-34	8	105	6	3	106	5	3.3
CCOC(=O)c1cc(C#N)c(=S)[nH]c1C	42	-1	3	103	-15	3	102	-5	0.1
CCOc1cc(NC(=O)c2ccccc2[N+](=O)[O-])c(OCC)cc1NC(=O)CC(C)C	12	-1	-6	98	-4	-3	97	-1	-0.6
COc1ccc(-c2cnnc(N/N=C/c3ccc(OC)c(OC)c3)n2)cc1	1	-10	8	105	13	4	105	-6	-0.1
CN(C)[C@@H]1CCC[C@@H]1OC(=O)C(c1ccccc1)c1ccccc1	8	4	0	94	2	1	92	-3	1.6
